From PubChem BioAssay
Menin-MLL TR inh = qHTS Assay for Inhibitors Targeting the Menin-MLL Interaction in MLL Related Leukemias: Competition With Texas Red Labeled MLL-derived Mutant Peptide; 0.23% of 270,000 active; Menin + Texas Red MLL mutant peptide, fluorescence polarization; AID 1768, 2009; O00255; Potency, µM (series often up to 61.6 µM), for inactives: at the top dose FP activity change, negative = inhibition, usual class: inhibitors; active = well fitted inhibition curve with a large enough effect in the polarisation, with a control signal flat, not every such curve was filed as active; inconclusive = small, poorly fitted or top-dose-only effect, or effect the other way, or a change in a side signal; inactive = no such curve, though single readings can be large or run the other way; the % refers to the polarisation; also: potency is read from the fitted curve at half-maximal effect; % of control where 0% means no effect; many of its hits are not listed in these tables
KCNH2 WT inh = qHTS for Inhibitors of KCHN2 3.1: Wildtype qHTS; U2OS, BacMam KCNH2, thallium flux FluxOr; stronger effect = lower value; activity change, % at 1.84 µM; AID 720551, 2013; Voltage-gated inwardly rectifying potassium channel KCNH2 (Homo sapiens), Q12809; 0.37% of 340,000 active;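 active = maximum activity change below -70%; inconclusive = maximum activity change between -70% and -50%; inactive = maximum activity change above -50%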; also: % is scaled to controls: 0 for no effect and ±100 for the full control effect
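U2OS cells transduced with wild-type KCNH2 virus are loaded with FluxOr dye for 45 min, and thallium flux is measured in kinetic reads before and after stimulation buffer. Rate constants are normalized to DMSO controls.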
Eya2 phos inh = qHTS Assay for Inhibitors of the Phosphatase Activity of Eya2; recombinant Eya2, OMFP fluorescence dephosphorylation (OMFP is methylfluorescein phosphate); Potency, µM (series often up to 76.9 µM), inactives show at the highest dose activity, negative = inhibition, most hits filed as inhibitors; 0.006% of 330,000 active; also: potency is read from the fitted curve at half-maximal effect; % is scaled to controls: 0 for no effect and ±100 for the full control effect
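Eya2 (0.2 uM) preincubated 10 min at ambient with compound, then OMFP substrate added at 50 uM; 10 min reaction in 50 mM HEPES pH 7.5, 50 mM NaCl, 5 uM MgCl2, 0.05% BSA, 1 mM DTT. Fluorescence read at Ex 485/Em 525 nm.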
BCR signal inh = qHTS Assay to Find Inhibitors of Chronic Active B-Cell Receptor Signaling. ABC-DLBCL IkBa-CBG/CBR reporter, luminescence ratio, 4 h. Potency, µM (top dose mostly 46.1 µM), for inactives: top-dose ratio change, negative = lower green/red ratio, usual class: inhibitors. 0.05% of 340,000 active. AID 493014, 2011; active = well fitted inhibition curve with a large enough effect in the signal ratio, with a control signal flat, not every such curve was filed as active; inconclusive = small, poorly fitted or top-dose-only effect, or effect the other way, or a change in a side signal; the % refers to the signal ratio;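 also: potency is read from the fitted curve at half-maximal effect; plate controls were basal doxycycline-induced cells for no effect and cells given 10 µM MG132 for full effect; MG132 reads +100%, hits lower the ratio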
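Compounds up to 46 uM were incubated four hours with TMD8 cells whose green CBG68 luciferase is fused to IkappaBalpha; red CBR luminescence normalised the signal, and concentration-effect curves were fitted to fusion, red and ratio data.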
Mito fusion yeast = qHTS Assay for Small Molecule Inhibitors of Mitochondrial Division or Activators of Mitochondrial Fusion; S. cerevisiae fusion-defective mutant growth rescue, CellTiterGlo 48 h; Potency, µM (series often up to 46.1 µM), without a hit: top-dose growth rescue (activation), usual class: activators; 0.23% of 320,000 active; AID 485298, 2010;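 also: potency is read from the fitted curve at half-maximal effect; % of control where 0% means no effect; nearly all actives have a fitted effect of over 45% in size; temperature-sensitive fusion mutants such as fzo1-1 at 37 °C on non-fermentable ethanol glycerol medium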
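Growth-rescue viability read-out: after 48 h at the non-permissive 37C in glycerol/ethanol YPEG, yeast mitochondrial fusion mutants are measured by CellTiterGlo luminescence; compounds (23 nl pinned per well) restoring growth score as division inhibitors or fusion activators.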
GALK inh = qHTS Assay for Inhibitors of Human Galactokinase (GALK). Purified GALK, Kinase-Glo residual ATP luminescence. Potency, µM (highest dose often 57.5 µM), inactives show top-dose activity change, negative = inhibition, most hits filed as inhibitors. P51570. 0.007% of 270,000 active; also: potency is read from the fitted curve at half-maximal effect; % is scaled to controls: 0 for no effect and ±100 for the full control effect
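Human GALK (5 nM) with 35 uM ATP and 100 uM galactose in 20 mM HEPES pH 8.0, 5 mM MgCl2, 60 mM NaCl, 1 mM DTT, 0.01% BSA. After 1 h at room temperature, leftover ATP was read by Kinase-Glo Plus luminescence.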
USP2a block = qHTS Assay for Inhibitors of Ubiquitin-specific Protease USP2a Using CHOP2 as the Reporter; Ubiquitin carboxyl-terminal hydrolase 2 (Homo sapiens), O75604; USP2 core, Ub-CHOP2 coupled fluorogenic reporter, 485/531; Potency, µM (series often up to 38.3 µM), for inactives: at the top dose activity change, negative = inhibition, most hits filed as inhibitors; 0.01% of 330,000 active; AID 463254, 2010;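 also: potency is read from the fitted curve at half-maximal effect; plate controls were DMSO wells for no effect and full inhibition by NEM control for full effect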
Target sequence (O75604 whole entry, looked up): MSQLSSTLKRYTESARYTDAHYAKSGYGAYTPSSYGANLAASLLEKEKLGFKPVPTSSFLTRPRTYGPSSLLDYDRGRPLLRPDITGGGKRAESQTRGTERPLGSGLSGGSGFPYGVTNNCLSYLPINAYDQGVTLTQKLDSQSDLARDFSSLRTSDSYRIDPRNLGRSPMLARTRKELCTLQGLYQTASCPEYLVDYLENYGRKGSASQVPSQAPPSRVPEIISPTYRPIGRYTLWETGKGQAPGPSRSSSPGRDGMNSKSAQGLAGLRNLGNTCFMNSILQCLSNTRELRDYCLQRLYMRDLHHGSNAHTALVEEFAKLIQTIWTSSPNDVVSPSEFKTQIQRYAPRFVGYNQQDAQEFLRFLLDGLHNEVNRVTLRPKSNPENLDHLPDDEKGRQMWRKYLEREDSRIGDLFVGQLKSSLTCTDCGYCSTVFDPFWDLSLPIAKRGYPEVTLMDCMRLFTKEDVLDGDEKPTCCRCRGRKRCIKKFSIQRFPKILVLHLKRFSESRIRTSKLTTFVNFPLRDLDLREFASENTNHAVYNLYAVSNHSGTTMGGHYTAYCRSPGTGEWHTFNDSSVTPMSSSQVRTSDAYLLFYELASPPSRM
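Deubiquitinase activity read as fluorescence (485/531 nm) after Ub-CHOP2 cleavage activates the enterokinase reporter on its substrate; USP2 core 10nM, Ub-CHOP2 and substrate 25nM each, 30min compound preincubation then 60min RT; data normalized to NEM, curves fitted.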
TSHR antag = Antagonists of the Thyroid Stimulating Hormone Receptor: HTS campaign | Thyrotropin receptor (Homo sapiens), P16473 | TSHR-expressing cells, TSH-stimulated cAMP HTRF, 2 h; stronger effect = lower value | activity change, negative = inhibition, % at 11.5 µM | 0.2% of 330,000 active | AID 504810, 2011;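 active = activity change below a set negative limit, meaning inhibition stronger than a set level, cut at about -70% in these data; inconclusive = activity change between two set negative limits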; also: % is scaled to controls: 0 for no effect and ±100 for the full control effect
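TSHR-expressing cells, 200/well, pre-treated with compound, then stimulated with EC80 TSH (4nM final) for 2 hours at 37 deg C. cAMP measured by competitive HTRF: anti-cAMP cryptate antibody in lysis buffer plus cAMP-d2, read after 30 minutes at room temperature.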
S-ASM inh = Inhibitors of Secretory Acid Sphingomyelinase (S-ASM): qHTS; placental ASM, HMU-PC fluorogenic substrate, 60 min; AID 504937, 2011; 0.006% of 340,000 active; Potency, µM (highest dose often 57.5 µM), inactives show at the highest dose activity change, negative = inhibition, hits mostly inhibitors; Sphingomyelin phosphodiesterase (Homo sapiens), P17405; also: potency is read from the fitted curve at half-maximal effect
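Fluorogenic HMU-PC substrate (9 uM final) is turned over by placental ASM in 60 min at 37 C after a 10 min compound preincubation. Reaction ended by alkaline stop (pH 10), with fluorescence read at 386/447 nm.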
MBNL1-CUG inh = qHTS Assay for Inhibitors of MBNL1-poly(CUG) RNA binding; 0.036% of 280,000 active; TR-FRET MBNL1-His/biotin-(CUG)12 binding, 665/545 ratio; Muscleblind-like protein 1 (Homo sapiens), Q9NR56; AID 2675, 2010; Potency, µM (top dose mostly 57.5 µM), without a hit: top-dose activity change, negative = inhibition, usual class: inhibitors; active = well fitted inhibition curve with a large enough effect in the signal ratio, with a control signal flat, not every such curve was filed as active; inconclusive = small, poorly fitted or top-dose-only effect, or effect the other way, or a change in a side signal; inactive = no such curve, though single readings can be large or run the other way; the % refers to the signal ratio; also: potency is read from the fitted curve at half-maximal effect; % is scaled to controls: 0 for no effect and ±100 for the full control effect
Target sequence (Q9NR56 whole entry, looked up): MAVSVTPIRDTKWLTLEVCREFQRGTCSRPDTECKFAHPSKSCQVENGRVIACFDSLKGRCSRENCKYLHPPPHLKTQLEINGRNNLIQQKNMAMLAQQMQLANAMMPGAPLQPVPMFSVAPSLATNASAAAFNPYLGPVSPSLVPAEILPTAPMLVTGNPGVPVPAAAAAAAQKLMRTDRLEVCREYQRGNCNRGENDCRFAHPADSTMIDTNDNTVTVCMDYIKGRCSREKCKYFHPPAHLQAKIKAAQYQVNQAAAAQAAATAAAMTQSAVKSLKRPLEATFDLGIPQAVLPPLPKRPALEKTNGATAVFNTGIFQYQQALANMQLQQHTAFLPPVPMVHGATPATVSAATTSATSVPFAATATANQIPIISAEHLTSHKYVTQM
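His-tagged MBNL1 binding to biotinylated (CUG)12 RNA was measured by TR-FRET using terbium anti-His antibody (0.055 ng/ul final) and streptavidin-XL665 (5 nM final). Compounds were titrated 92 nM to 58 uM; 60 min at room temperature.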
PKM2 act = qHTS Assay for Activators of Human Muscle isoform 2 Pyruvate Kinase. purified PKM2, Kinase-Glo ATP luminescence, activation; response scale: 0% is enzyme alone, no compound. Potency, µM (titrated, usually from 57.5 µM), inactives show top-dose activation, usual class: activators. 0.34% of 260,000 active. AID 1631, 2009; also: potency is read from the fitted curve at half-maximal effect; % is scaled to controls: 0 for no effect and ±100 for the full control effect; nearly all actives have a fitted effect of over 55% in size
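Purified hPK-M2 (>95%) run at intermediate activity with 0.1 mM ADP and 0.5 mM PEP in 50 mM imidazole pH 7.2, KCl, MgCl2; 1 h room temperature. ATP formed read by Kinase-Glo luminescence; normalized to uninhibited and no-enzyme controls.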
* = called active by the depositor; ? = inconclusive; nt = not tested or not shown; [ ] = another dose, or the depositor's remark. Unless noted, calls follow the shape of the dose curve; as a rule, active = well fitted curve in the direction sought with a large enough effect; inconclusive = small, poorly fitted or top-dose-only effect, or another doubt; inactive = no such curve, though single readings can be large; an effect the other way counts as inactive or inconclusive. The list is partial; count on the stated rates, not on these rows.

SMILES | Menin-MLL TR inh | KCNH2 WT inh | Eya2 phos inh | BCR signal inh | Mito fusion yeast | GALK inh | USP2a block | TSHR antag | S-ASM inh | MBNL1-CUG inh | PKM2 act
C1=C(CCNCC2CCCCC2)CCCC1 | -9.7% | 10.7 | -10.8% | -0.1% | 16.0% | -4.8% | -2.2% | 4.0 | -1.7% | 1.0% | -9.3%
CC(C)N(Cc1cnn(C)c1)Cc1nc(COc2ccccc2)no1 | -16.8% | 1.7 | -0.5% | 5.7% | 0.8% | 0.1% | 0.7% | -16.2 | 6.2% | 0.0% | -3.7%
COc1cc(C(=O)OCC(=O)NCC2CCCO2)cc(OC)c1OC (stereo unspecified) | nt | -13.3 | 7.7% | 0.7% | nt | nt | 2.9% | -7.1 | 2.8% | nt | nt
Cc1cccc(N2CCN(C(=O)c3c(-c4ccccc4)noc3C)CC2)c1C | nt | -6.3 | -6.2% | -19.9% | -22.0% | -0.2% | 3.5% | -13.6 | -0.8% | -1.7% | 5.4%
CN(CC(=O)Nc1ccc(OC(F)(F)F)cc1)C(=O)Cc1c(Cl)cccc1Cl | 37.4%[activator] | 5.8 | -0.8% | 12.9% | 0.8% | 0.8% | 0.6% | -0.1 | ? | -0.6% | -0.7%
COC(=O)C1=C(C)NC(=S)NC1/C=C/c1ccccc1 (stereo unspecified) | 12.1% | -1.9 | -10.4% | -7.3% | -2.6% | -1.7% | 1.2% | 2.0 | 3.3% | -6.3% | -0.4%
Cc1sc(Cc2nc(O)cs2)nc1-c1ccccc1 | ? | -1.8 | 6.6% | -2.5% | 1.3% | -0.3% | -1.0% | 6.4 | 4.1% | nt | 2.6%
CCn1c(SCC(=O)NCC2CCCO2)nc2cc(S(=O)(=O)N3CCCCC3)ccc21 (stereo unspecified) | -7.3% | -2.1 | -2.3% | -8.0% | 4.9% | 3.2% | 2.5% | 6.6 | -2.1% | 4.1% | 9.8%
O=C(Cn1cnc2c(NCc3ccccc3)ncnc21)NCc1ccc2[nH]ccc2c1 | nt | 1.5 | 0.6% | -0.1% | nt | nt | 2.0% | 25.1 | -2.4% | nt | nt
CN1CCSc2ccc(C(=O)NCc3ccccc3F)cc21 | -4.1% | 5.5 | 8.6% | ? | 0.8% | nt | -1.4% | 2.1 | nt | 25.3% | -19.3%
CCN(CC(=O)Nc1ccccc1C(F)(F)F)C(=O)Cc1sc(C)nc1-c1ccc(F)cc1 | nt | -14.9 | -24.1% | -15.8% | 10.7% | nt | -3.5% | -0.3 | nt | nt | nt
CCCCn1c(N)c(N(CC(C)C)C(=O)CCS(=O)(=O)c2ccc(C)cc2)c(=O)[nH]c1=O | nt | -1.9 | 13.9% | 3.1% | -7.8% | nt | 0.1% | -0.2 | 1.0% | nt | nt
CCc1nnc(NC(=O)CN2CCN(S(C)(=O)=O)CC2)s1 | 11.4% | -6.0 | 2.7% | ? | -1.3% | 7.3% | -0.4% | 2.2 | 2.0% | -9.5% | 0.0%
CC(C)NC(=O)N(C)C[C@H]1Oc2c(NC(=O)Nc3ccccc3)cccc2C(=O)N([C@H](C)CO)C[C@@H]1C | nt | nt | 3.1% | 3.1% | nt | nt | 0.9% | -4.0 | 4.9% | nt | nt
CCSc1nc2sc3c(c2c(=O)[nH]1)CC(C)(C)OC3 | 1.2% | 1.3 | 9.4% | 4.1% | -3.8% | -7.3% | 2.3% | 0.6 | -0.5% | -5.4% | -6.7%
CCOC(=O)NC(NCCc1ccccc1)(C(F)(F)F)C(F)(F)F | -4.7% | 1.0 | -23.2% | 11.0% | 0.1% | -0.2% | 4.4% | 15.9 | -0.3% | 0.2% | -3.5%
Cc1c(NC(=S)N/C(=N/S(=O)(=O)c2ccc(Cl)cc2)c2ccccc2)c(=O)n(-c2ccccc2)n1C | nt | -0.8 | -4.7% | 0.5% | 9.1% | -1.8% | 0.8% | 5.0 | -0.4% | nt | 8.1%
Cc1cccc(Cc2c(C)nc3c(C(=O)NCc4ccco4)cnn3c2C)c1 | ? | 2.9 | -24.1% | ? | 1.7% | 0.2% | -3.3% | 16.2 | -22.6% | 10.6% | 1.1%
COc1ccc(OC)c(NC(=O)CC2SC(=Nc3ccc(F)cc3)N(CCC3=CCCCC3)C2=O)c1 (stereo unspecified) | 19.4% | 3.3 | -4.7% | 12.8% | -4.0% | -0.2% | 1.4% | -11.5 | -8.9% | -1.8% | -3.7%
CCN(C(=O)COC(=O)CCc1ccccc1OC)c1c(N)n(Cc2ccccc2)c(=O)[nH]c1=O | nt | -1.7 | -6.8% | 4.8% | -2.4% | nt | 2.2% | 0.9 | -1.2% | nt | nt
COC(=O)c1c(-c2ccc(C)cc2)csc1NC(=O)c1c(-c2ccccc2)noc1C | -0.1% | nt | 6.0% | 14.4% | 7.8% | 1.8% | 0.8% | -3.1 | nt | 57.6%[activator] | -4.8%
COC(=O)c1ccc(C(=O)NN)cc1 | nt | -3.4 | 0.1% | ? | 1.5% | 7.7% | -1.2% | 2.9 | -0.1% | -2.5% | -1.1%
O=S(=O)(CCc1nc2ccccc2o1)c1ccc2ccccc2c1 | nt | 0.7 | 3.5% | -17.8% | 1.5% | -1.7% | -0.3% | -9.3 | -0.9% | -1.0% | 6.6%
Cc1ccccc1OCC(=O)OCC(=O)N1CCc2ccccc21 | nt | -2.9 | -4.5% | 4.1% | -0.5% | nt | 2.7% | 7.0 | -2.4% | nt | nt
Cn1c(=O)c2c(SCC(=O)NCC3CCCO3)nc(CC(C)(C)C)nc2n(C)c1=O (stereo unspecified) | -8.6% | -10.1 | -3.4% | -1.1% | -0.3% | 1.4% | 2.7% | 22.7 | -0.2% | -8.3% | 0.5%
O=C(Nc1cccc(S(=O)(=O)N2CCOCC2)c1)[C@@H]1CCCN1S(=O)(=O)c1ccc(Cl)cc1 | -5.6% | -44.1 | 4.6% | -10.6% | 0.3% | -0.1% | -1.9% | -2.9 | 0.9% | -21.6% | -1.6%
CCCn1c(=O)c2c(nc3n2CCCN3CCc2ccc(OC)c(OC)c2)n(C)c1=O | -1.4% | -9.0 | -3.4% | ? | 25.5% | -0.1% | -5.9% | -5.5 | -0.6% | -5.3% | nt
O=C(CCNS(=O)(=O)c1cccc2nonc12)NCc1cccs1 | 6.2% | -1.0 | -10.0% | 5.7% | 0.2% | 0.1% | -0.2% | 1.0 | -3.2% | ? | -6.7%
CCCCCN1C=CC(=C2C(=O)c3ccccc3C2=O)C=C1 | 0.0% | -2.7 | 2.3% | 0.9% | -2.1% | 18.8% | -1.4% | 1.6 | -16.9% | ? | -28.0%
CC(C)C[C@H](NC(=O)C1CC(=O)N(c2ccc(F)cc2)C1)C(=O)N1CCCCC1 (stereo partly specified) | 0.4% | -0.9 | -11.0% | 5.0% | -1.7% | 0.7% | -0.8% | -3.3 | 1.1% | 1.2% | -1.2%
O=C(c1ccco1)N1CCN(S(=O)(=O)Cc2ccccc2Cl)CC1 | -0.4% | 0.3 | -7.0% | -4.7% | 0.0% | 2.0% | -0.8% | -0.6 | 0.9% | -1.5% | 12.2%
COc1ccc(NC(=O)c2cc(-c3cccs3)on2)c(OC)c1 | ? | 1.1 | -0.9% | ? | -7.2% | 0.6% | -1.7% | -29.3 | 18.0% | -8.9% | 0.1%
